Screening results from PubChem BioAssay.
K1F lysis inhibition: inhibition of K1F phage lysis, E. coli UTI89, bacterial capsule biogenesis inhibitors, alamar blue (AID 488966); E. coli UTI89 K1F phage lysis, alamar blue, 2 h; higher % means a stronger effect; one-dose inhibition, % at 100 µM; IC50 in µM for titrated hits; hit rate 0.02% among 340,000;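 active means phage lysis inhibition, versus mean bacterial control, above a set limit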;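 further: capsule biogenesis inhibitors block K1F phage lysis so surviving cells raise fluorescence; higher fluorescence means more inhibition of phage lysis; actives were called in the ten point dose series up to 300 µM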
Lipid droplet: modulators of hepatic lipid droplet formation; AML12 mouse hepatocytes, oleate lipid droplets, BODIPY imaging; inhibition, % at 6.5 µM; hit rate 0.4% among 240,000;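 active means lipid droplet intensity inhibited by at least 50%, with more than 500 cells counted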
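Test system: AML12 hepatocytes (mouse); reagent: oleate loading, 100 µM; dosing: one dose, 6.5 µM compound; incubation: overnight exposure; signal: fluorescence imaging, 20x objective, two fields per well; read-out basis: % inhibition of corrected integrated BODIPY droplet signal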
Siah-1 displacement: Siah-1 peptide-binding antagonists, primary screen, biochemical, fluorescence polarization, rhodamine-plectin, uHTS (AID 1817); Siah-1 / rhodamine-plectin peptide fluorescence polarization; higher % means a stronger effect; one-dose displacement, % at 20 µM; IC50 in µM for titrated hits; hit rate 0.02% among 290,000;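 active means displacement of at least 50% at 20 µM, with a fluorescence ratio check between 0.3 and a set limit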;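 further: plate controls were Siah plus tracer with DMSO for no effect and tracer alone without Siah for full effect; strong numbers were not always called active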
Lipid droplet cells 6.5 µM: also measured in Lipid droplet; calls as there; cell count; measured here: cell count, cytotoxicity flag;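 cells counted across two imaged fields per well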
Starred values were filed as active, the others as inactive.

SMILES	K1F lysis inhibition	Lipid droplet	Lipid droplet cells 6.5 µM	Siah-1 displacement
O=C(CCN1CCN(CCO)CC1)N1c2ccccc2Sc2ccc(C(F)(F)F)cc21	4.8%	0	751	2%

These rows are one share of the data; rates above refer to the full screens.
